CCHFV vOTU inh – CCHFV vOTU protease inhibition. actives 0.55% (n = 370,000). Pep-AMC fluorescence. AID 651958. inhibition, % at 11.5 µM; in the data active = inhibition above about 30%; also: 0% = vehicle wells with enzyme and 100% = no enzyme wells
BoNT F protease – BoNT F light chain protease inhibition | Multiplex microsphere protease cleavage assay, flow cytometry | inhibition, % at 10 µM | actives 0.22% (n = 360,000) | AID 588497; in the data active = inhibition above about 35%, passing the limit was not always enough; inconclusive = no clear call, values can overlap the other calls; also: plate controls were buffer without enzyme for full effect and enzyme alone for no effect
MazF activator – MazEF (E. coli) toxin RNase activation. actives 0.32% (n = 350,000). AID 504720. activation, % at 20 µM. FAM/BHQ RNA-DNA oligo cleavage fluorescence, 5 h. P0AE70; in the data active = activation above about 50%
VHR inh abs – blocks human VHR1 dual specificity phosphatase; AID 1654; inhibition, % at 13.3 µM; actives 0.52% (n = 290,000); recombinant VHR phosphatase, pNPP absorbance; in the data active = inhibition above about 50%; also: some compounds called inactive have numbers as strong as hits
Target sequence (P51452 whole entry, looked up): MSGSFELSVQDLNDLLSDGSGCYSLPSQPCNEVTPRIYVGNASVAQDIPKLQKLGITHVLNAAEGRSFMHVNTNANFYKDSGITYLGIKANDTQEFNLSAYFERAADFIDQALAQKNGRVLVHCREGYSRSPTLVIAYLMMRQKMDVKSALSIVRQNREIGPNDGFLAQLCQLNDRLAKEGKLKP
BoNT A protease – BoNT A light chain protease inhibition; multiplex microsphere protease substrate cleavage, flow cytometry; inhibition, % at 10 µM; actives 0.17% (n = 360,000); AID 588499; also: plate controls were buffer without enzyme for full effect and enzyme alone for no effect
Anthrax LF inh2 – inhibitors of Bacillus anthracis lethal factor protease; actives 0.12% (n = 360,000); inhibition, % at 10 µM; P15917; multiplex microsphere protease cleavage assay, LF; also: plate controls were buffer without enzyme for full effect and enzyme alone for no effect
Target sequence (P15917 whole entry, looked up): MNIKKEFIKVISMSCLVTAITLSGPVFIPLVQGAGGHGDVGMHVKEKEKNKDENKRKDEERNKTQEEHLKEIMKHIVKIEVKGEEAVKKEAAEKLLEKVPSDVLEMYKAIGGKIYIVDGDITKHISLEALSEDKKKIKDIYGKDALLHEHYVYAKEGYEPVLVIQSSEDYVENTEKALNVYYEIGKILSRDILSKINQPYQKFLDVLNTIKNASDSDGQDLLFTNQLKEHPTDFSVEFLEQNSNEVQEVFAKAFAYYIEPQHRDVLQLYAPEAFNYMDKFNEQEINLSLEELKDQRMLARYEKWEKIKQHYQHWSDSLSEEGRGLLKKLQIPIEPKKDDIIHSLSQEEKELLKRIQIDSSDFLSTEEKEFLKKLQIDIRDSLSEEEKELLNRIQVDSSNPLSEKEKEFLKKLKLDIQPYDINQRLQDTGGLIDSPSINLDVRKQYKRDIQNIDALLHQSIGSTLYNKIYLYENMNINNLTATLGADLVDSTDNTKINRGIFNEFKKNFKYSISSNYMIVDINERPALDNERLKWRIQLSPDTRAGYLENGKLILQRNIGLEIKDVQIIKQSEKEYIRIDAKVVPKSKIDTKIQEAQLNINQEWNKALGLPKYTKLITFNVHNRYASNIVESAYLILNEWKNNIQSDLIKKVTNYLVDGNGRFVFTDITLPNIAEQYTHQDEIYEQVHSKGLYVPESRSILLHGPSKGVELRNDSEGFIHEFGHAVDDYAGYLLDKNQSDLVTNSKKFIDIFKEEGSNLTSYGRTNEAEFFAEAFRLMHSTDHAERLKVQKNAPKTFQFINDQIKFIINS
Rv3671c inh – inhibitors of M. tuberculosis serine protease Rv3671c; inhibition, % at 5.96 µM; actives 0.048% (n = 320,000); P9WHR9; in the data active = inhibition above about 38%;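 also: extracellular domain of Rv3671c used as enzyme; 0% = enzyme with DMSO and 100% = no enzyme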
SARS 3CLpro inh – SARS-CoV 3CLpro protease inhibition; recombinant SARS-CoV 3CLpro, quenched FRET peptide cleavage; inhibition, % at 6 µM; actives 0.14% (n = 290,000); in the data active = inhibition above about 12%
PrPC surface inh – cell surface PrPC inhibition, primary TR-FRET screen. TR-FRET read-out. inhibition, % at 13.8 µM. P04156. actives 0.43% (n = 370,000); in the data active = inhibition above about 24%; also: 0% = median of the test wells and 100% = reference compound wells
PriA SSB inh – inhibitors of Klebsiella pneumoniae PriA binding to SSB C-terminal tail; AlphaScreen SSBct-PriA binding, biotinylated peptide; inhibition, % at 33 µM; actives 0.6% (n = 430,000); in the data active = inhibition mostly above about 37%, no sharp cut-off; inactive = mostly below about 20%;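 also: plate controls were negative control peptide for no effect and reference peptide for full effect; strong numbers were not always called active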
* hit, by the source's call; u = inconclusive; x = no result given; + = active, no number; & = joins results of further samples. Rule as the data show it, unless noted: active = inhibition above about 30%; inconclusive = no clear call, values can overlap the other calls; inactive = below that. An excerpt; rates above refer to the full screens.

SMILES | CCHFV vOTU inh | BoNT F protease | MazF activator | VHR inh abs | BoNT A protease | Anthrax LF inh2 | Rv3671c inh | SARS 3CLpro inh | PrPC surface inh | PriA SSB inh
CCOC(=O)C1Oc2ccccc2C(c2ccc(C)cc2)=C1C(=O)OC (configuration not stated) | 5.8 | -4.8 | 37.8 | x | -0.9 | -2.9 | x | x | 5.6 | -25.9
CCCCOc1ccc(N2C(=O)CC(NCc3ccncc3)C2=O)cc1 (configuration not stated) | 19.4 | -10.9 | -2.5 | -2.9 | -0.4 | -2.3 | -0.6 | 0.9 | -2.0 | -0.2
CCN1CCN(c2cc(N3CCCC3)c([N+](=O)[O-])cc2F)CC1 | 3.9 | -45.7 | -0.3 | 4.3 | -0.1 | -4.9 | 4.0 | 2.8 | -22.0 | 11.7
COCC(C)NC(=O)c1cc(-c2cccc(OC)c2)on1 (configuration not stated) | -2.8 | -3.5 | 4.2 | 37.3 | -0.9 | -0.4 | 1.7 | 7.4 | 0.3 | -8.0
O=C(CSc1nc(C2CCCCC2)nc2ccccc12)NCc1ccco1 | 4.8 | -4.6 | 8.1 | 16.6 | 0.2 | -0.3 | 2.5 | 3.8 | 13.1 | -2.6
CCC1(c2ccccc2)NC(=O)N(CC(=O)N(C)Cc2ccccc2)C1=O (configuration not stated) | 7.2 | -18.0 | 8.2 | 0.5 | 0.1 | -5.5 | -10.6 | 5.5 | -4.8 | -3.8
Cn1c(=O)n(C)c2cc(NS(=O)(=O)c3ccc(C(C)(C)C)cc3)ccc21 | -7.2 | -7.0 | 3.8 | 24.8 | -1.9 | -0.5 | 7.1 | 2.2 | 10.9 | -2.8
COc1cc(C2C(=O)N(C3CCCC3)CC(=O)N2Cc2ccco2)ccc1OC(C)C (configuration not stated) | -2.3 | 5.3 | -4.0 | 15.2 | 4.9 | -1.5 | 6.3 | 3.1 | -0.5 | 16.5
COc1ccc(NC2CCN(C3CC(=O)N(c4ccc(F)c(Cl)c4)C3=O)CC2)cc1 (configuration not stated) | 4.5 | -29.7 | -1.9 | 6.4 | 0.7 | 1.4 | -3.9 | 1.1 | 4.9 | 11.7
Cc1ccc(-n2cc(CN3CCC(CO)(Cc4ccccc4)CC3)cn2)cc1 | 1.0 | x | x | 3.9 | x | x | 2.8 | 1.7 | -14.0 | x
Cc1ccc2c(c1)C1C3CCC(C3)C1S(=O)N2 (configuration not stated) | 5.0 | -3.3 | -1.3 | -0.6 | -0.2 | 0.6 | 11.4 | 3.7 | -0.9 | 3.9
COc1ccc(CCNC(=O)CCCCCn2c(SCC(N)=O)nc3cc4c(cc3c2=O)OCO4)cc1OC | 3.8 | -6.8 | 8.1 | 17.8 | -0.6 | 0.8 | 2.1 | -0.2 | -1.8 | -0.6
CCN1C(=O)NC(=O)/C(=C\c2cn(CC(=O)N3CCCCC3C)c3ccccc23)C1=O (configuration not stated) | x | -15.0 | + | 11.0 | -4.8 | -2.3 | -11.6 | 5.8 | x | -3.0
O=C1NC2(CCCCCCC2)C(=O)N1Cc1ccc(F)cc1 | -1.3 | -0.6 | 2.7 | 9.6 | 0.1 | -0.6 | -5.5 | 2.0 | -8.8 | 7.2
CCCS(=O)(=O)n1nc(-c2ccc(OC)cc2OC)cc1N | -9.8 | -2.5 | -4.4 | 22.0 | 0.3 | -2.9 | 5.9 | 0.6 | -1.5 | 0.7
Cc1ccc(NS(=O)(=O)c2ccc(C3CCCCC3)cc2)cc1 | 23.4 | -3.1 | -3.2 | 28.2 | 0.3 | 0.8 | -40.1 | 2.5 | 6.4 | -14.6
O=C(NCc1ccc(F)cc1)C1CC(=O)N(C2CCCCC2)C1 (configuration not stated) | 14.6 | 1.3 | 1.7 | 1.1 | 0.5 | -5.0 | 3.2 | -3.6 | 2.9 | -0.7
CCc1nnc(NC(=O)c2ccc(Cl)nc2)s1 | -7.0 | -1.7 | -0.3 | 19.0 | 0.3 | -2.8 | 4.9 | -3.8 | 0.1 | -12.8
CCOc1cc2[nH]c(=S)n(CCC(=O)NCc3ccco3)c(=O)c2cc1OCC | -12.5 | -3.1 | -8.3 | 1.2 | -0.4 | 3.2 | -6.5 | 4.4 | -5.3 | -4.7
O=C(COC(=O)c1ccc(O)cc1O)Nc1cc(-c2ccccc2)nn1-c1ccccc1 | 7.0 | u | -0.2 | x | 8.8 | -4.1 | -78.2 | x | 3.9 | 6.9
NC(=O)c1ccccc1NC(=O)COc1ccc2c(c1)OCO2 | -3.4 | -18.3 | -8.2 | 15.3 | -2.6 | 7.7 | -0.1 | -1.7 | 5.2 | 13.2
CCN(CC)S(=O)(=O)c1cc(C(=O)Oc2ccccc2OC)ccc1OC | 1.1 | 3.6 | 3.9 | 29.2 | 1.1 | 3.0 | -2.0 | 1.5 | -2.0 | -20.3
O=C(CCNS(=O)(=O)c1cccc2nonc12)Nc1ccc(Cl)cc1 | -5.9 | -3.0 | 2.4 | 26.0 | -1.1 | 1.4 | 7.8 | -2.6 | -24.2 | -6.4
COc1ccc(C2=NCCn3cccc32)c(OC)c1 | -3.1 | -0.7 | -12.6 | 9.4 | 0.1 | 6.0 | -6.1 | 1.1 | -7.4 | -5.5
CCOC(=O)c1c(-c2ccc(OC)cc2)csc1/N=C/C1=C(O)CCCC1=O | 13.2 | -2.9 | -44.3 | -0.9 | 0.4 | -0.2 | -24.5 | -0.5 | -1.5 | x

Some entries already given with just MazF activator and Anthrax LF inh2.
canonical_smiles | MazF activator | Anthrax LF inh2
CCOC(=O)c1c(-c2ccc(OC)cc2)csc1/N=C/C1=C(O)CCCC1=O | -44.3 | -0.2
CCOC(=O)C1Oc2ccccc2C(c2ccc(C)cc2)=C1C(=O)OC (configuration not stated) | 37.8 | -2.9

Carrying on.
SMILES | CCHFV vOTU inh | BoNT F protease | MazF activator | VHR inh abs | BoNT A protease | Anthrax LF inh2 | Rv3671c inh | SARS 3CLpro inh | PrPC surface inh | PriA SSB inh
CCN(CC)S(=O)(=O)c1ccc(-c2nnc(SCC(=O)Nc3cc(OC)cc(OC)c3)o2)cc1 | -9.2 | -1.0 | -3.2 | 29.6 | -0.9 | -8.7 | 1.4 | -1.7 | -4.3 | 2.0
CCOC(=O)c1ccc(NC(=O)CSc2n[nH]c(-c3ccncc3)n2)cc1 | -7.5 | -3.1 | -1.3 | 6.5 | -0.3 | -1.8 | -0.1 | 2.5 | -5.3 | -5.8
CC(C)C(=O)NC(=S)Nc1ccccc1C(=O)Nc1ccccc1 | -19.7 | -14.1 | 6.1 | 13.2 | -1.6 | -5.7 | 5.6 | -3.5 | -3.1 | -18.4
COC(=O)c1ccccc1NC(=O)CSc1nncn1C | -13.9 | -1.3 | 1.2 | 16.6 | -0.4 | -6.6 | -9.8 | 1.0 | -1.9 | -14.5
CSc1ccccc1C(=O)C1CCCN(C(=O)CCc2cccnc2)C1 (configuration not stated) | 5.1 | -5.9 | -1.3 | 5.6 | -0.8 | -3.2 | 7.1 | 2.1 | -2.0 | 2.1
COc1ccc(NC(=O)C2C(=O)NC3(C)CC2c2ccccc2O3)cc1 (configuration not stated) | 7.8 | -0.3 | -3.1 | 15.1 | -0.5 | -1.2 | 8.1 | 4.6 | 3.2 | 8.3
O=C(c1ccc(Cl)c(Cl)c1)N1CCC(=O)N(C(COCc2cccc(C(F)(F)F)c2)Cc2ccccc2)CC1 (configuration not stated) | 16.8 | -0.9 | 3.2 | 7.6 | 0.5 | -1.0 | -12.9 | 4.5 | 1.6 | -24.3
CC1CCCN(C(C(=O)NC2CCCCC2)c2cc3c(cc2[N+](=O)[O-])OCO3)C1 (configuration not stated) | 1.8 | -7.1 | 3.3 | -10.1 | 0.7 | -1.6 | -3.4 | 0.4 | -5.3 | 19.9
CC1CCN(c2nncc3ccccc23)CC1 | 12.8 | 9.3 | 0.6 | 25.0 | 0.3 | -0.2 | 0.9 | 3.8 | 2.2 | -5.0&14.2
O=c1cc(-c2ccccc2)c2cc(Cl)ccc2[nH]1 | -12.7 | 10.3 | -25.1 | 41.1 | -1.0 | -10.9 | -10.3 | -7.8 | 9.1 | -6.2
CC(NC(=O)c1ccc(C23CC4CC(CC(C4)C2)C3)cc1)C(=O)O (configuration not stated) | 1.8 | 0.5 | -9.3 | 27.0 | 0.1 | 1.2 | 2.9 | 1.8 | -2.7 | -2.0
C=CC[C@H](CC(=O)NCCO)C(=O)N[C@H](COC(=O)[C@@H](CC=C)CC(=O)OC(C)(C)C)Cc1ccccc1 | 3.1 | -4.9 | 2.2 | x | -0.4 | -6.3 | -1.3 | x | -8.3 | 4.0
O=[N+]([O-])c1ccc(SCCc2ccccn2)cc1 | -3.9 | 4.9 | -0.5 | 13.8 | 0.0 | -9.0 | -2.7 | -6.1 | -9.7 | 13.8
CC(=O)c1ccc([N+](=O)[O-])c(CS(=O)(=O)c2ccccc2)c1 | -9.7 | -8.2 | 2.6 | -1.2 | -3.9 | -2.5 | 8.6 | -2.4 | 0.0 | -2.5
Cc1cc(N/C=C/C(=O)c2ccccc2)ccc1Br | 6.8 | 5.2 | 4.3 | -7.4 | 1.2 | 4.0 | -9.2 | -0.8 | 3.3 | -0.8
CCN(CC)S(=O)(=O)c1cccc(NC(=O)COC(=O)CCC(=O)c2cccs2)c1 | x | -2.9 | 0.5 | 34.0 | -0.6 | -4.6 | -0.2 | 0.9 | x | -7.8
O=C1C(Cc2ccccc2)Nc2ncnc(N3CCc4ccccc4C3)c2N1Cc1ccc(Cl)cc1 (configuration not stated) | x | 5.8 | -7.5 | x | 0.4 | -5.8 | -32.2 | x | x | -4.9
CCOc1ccc(-c2noc(-c3csc([C@@H]4O[C@H](CO)[C@H](O)[C@H](O)[C@H]4O)n3)n2)cc1 | 1.5 | -2.6 | x | x | -0.1 | 0.5 | x | x | 2.0 | x
O=[N+]([O-])c1ncccc1OCc1ccc(Cl)c(Cl)c1 | 3.4 | -1.1 | 6.5 | 8.0 | 1.1 | 0.1 | -14.1 | -4.9 | -7.6 | 2.9
Cc1c(C(=O)OCC(=O)N2C(C)CCCC2C)oc2ccccc12 (configuration not stated) | -10.6 | -0.9 | -0.5 | 5.0 | 0.5 | -7.0 | 0.1 | -1.5 | 1.6 | -12.1
Cc1ccc2nc(Nc3ccc(Cl)cc3)c3nncn3c2c1 | -8.5 | -31.2 | 19.9 | -1.2 | -1.6 | -21.4 | -9.2 | 0.9 | -2.4 | -7.5
Cc1ccc(CC(NC(=O)c2ccccc2)C(=O)NC(CC(C)C)C(=O)O)cc1 (configuration not stated) | -13.1 | -4.9 | 4.7 | 11.1 | -0.8 | 0.4 | 8.1 | 5.6 | -7.8 | -3.6
O=[N+]([O-])c1cccc(-c2ccc(CN3CCN(c4ccccc4)CC3)o2)c1 | 12.6 | -25.0 | -5.3 | -8.4 | -1.9 | 1.6 | 3.4 | 2.7 | 2.8 | 35.7
COCCNC(=O)CCCn1c(=O)c2cc(OC)c(OC)cc2n(CC(=O)Nc2ccc(F)cc2)c1=O | 5.4 | 4.0 | 7.2 | 3.3 | 0.7 | -3.0 | 4.2 | 2.0 | -1.2 | -2.9
COc1cc(NC(=O)COc2ccccc2)ccc1NC(=O)c1ccco1 | -2.1 | -21.2 | 12.0 | 27.4 | -1.3 | -9.5 | -3.6 | -3.8 | -7.4 | -5.9
CCN1CC(c2ccccc2)C(c2ccc(Cl)cc2)=N1 (configuration not stated) | 10.6 | -15.8 | -2.8 | 4.6 | -1.7 | -1.5 | 5.8 | 0.8 | 5.9 | -13.3

Among those listed so far, these contain a thiophene ring, fused or not:
SMILES | CCHFV vOTU inh | BoNT F protease | MazF activator | VHR inh abs | BoNT A protease | Anthrax LF inh2 | Rv3671c inh | SARS 3CLpro inh | PrPC surface inh | PriA SSB inh
CCOC(=O)c1c(-c2ccc(OC)cc2)csc1/N=C/C1=C(O)CCCC1=O | 13.2 | -2.9 | -44.3 | -0.9 | 0.4 | -0.2 | -24.5 | -0.5 | -1.5 | x
CCN(CC)S(=O)(=O)c1cccc(NC(=O)COC(=O)CCC(=O)c2cccs2)c1 | x | -2.9 | 0.5 | 34.0 | -0.6 | -4.6 | -0.2 | 0.9 | x | -7.8
